SDO1 yeast rescue – growth rescue of sdo1-depleted yeast, primary screen, S. cerevisiae, bone marrow failure model; S. cerevisiae sdo1-depleted JHY4D growth rescue, OD600 30 h; stronger effect = higher value; pdr5 snq2 efflux-pump mutant strain; z-score at 10 µM; 140,000 compounds, 0.21% hits; AID 817, 2007;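 active = z-score above 3 at both the 24 hr and the 30 hr optical density reads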;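 note: z-score against mean and SD of all compound wells on the same plate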
Insulin prom inh – inhibitors of insulin promoter-driven GFP, primary screen, imaging, TRM-6 cells (human fetal islet line), eGFP reporter, cell count; inhibition, % at 2 µM; reporter expression induced with tamoxifen; AID 1273, 2008; 130,000 compounds, 0.9% hits;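 active = inhibition above the mean plus 3 SD, with well images judged a real hit on visual review, cut at about 60% in these data, passing the limit was not always enough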
SDO1 yeast rescue Rescue 24 h – also measured in SDO1 yeast rescue; calls as there; z-score; S. cerevisiae sdo1-depleted JHY4D growth rescue, OD600; measured here: growth rescue at 24 h;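 0 is the plate mean of compound wells and units are plate SD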
Numbers without * were called inactive; nt = not tested or not shown; & = joins results of further samples.

SMILES | SDO1 yeast rescue | SDO1 yeast rescue Rescue 24 h | Insulin prom inh
COc1cccc(NC(=O)COc2ccc(N3CC(C(=O)NCC(C)C)CC3=O)cc2)c1 (stereo not drawn) | 0.29 | -0.24 | -202
Cc1cccc(NC(=O)CN2CCCN(S(=O)(=O)c3ccc(Br)s3)CC2)c1 | -2.2 | -1.7 | 28
Cc1ccccc1NS(=O)(=O)c1cc(C(=O)NCCC2=CCCCC2)ccc1C | -0.78 | -0.11 | -4
O=C(c1ccc(Cl)c(S(=O)(=O)N2CCCCCC2)c1)N1CCN(CCO)CC1 | 1 | 0.95 | -19
COc1ccc(CN2CCN(C(=O)c3ccc4nc(N5CCOCC5)sc4c3)CC2)c(OC)c1OC | nt | nt | -29
COc1ccc(-c2cc(C(=O)N3CCN(c4ccccn4)CC3)c3ccccc3n2)cc1 | -1.2 | -1.1 | nt
CNC(=S)N/N=C/c1cc(C)n(-c2ccc(Cl)c(Cl)c2)c1C | -2.3 | -2.1 | 25
Cc1ccc2cc(CN(Cc3ccccc3)Cc3nnnn3C3CCCC3)c(=O)[nH]c2c1 | -1.2 | -1.1 | 18
CCn1c(=S)[nH]c2cc(C(=O)OC)ccc2c1=O | 0.49 | 0.51 | 8
COc1ccc(NS(=O)(=O)c2ccc3c(c2)Cc2ccccc2-3)cn1 | -2.2 | -0.68 | 38
O=C(NCc1ccco1)c1ccc2ccccc2c1 | 0.02 | 0.13 | 50
CCn1cc(C(=O)NC2CCC(C)CC2)c(=O)c2cc(S(=O)(=O)N3CCCCC3)ccc21 (stereo not drawn) | 0.02 | -0.56 | nt
COC(=O)COc1ccsc1C(=O)OC | 0.07 | -0.08 | 21
O=C(CN1CCN(Cc2ccc3c(c2)OCO3)CC1)Nc1ccc(N2CCOCC2)cc1 | nt | nt | 21
COC(=O)/C=C1\SC(=NC(=O)c2cccc(Cl)c2)NC1=O | 0.24 | -0.5 | 12
c1ccc(CN2CCN(C(c3ccccc3)c3nnnn3Cc3ccccc3)CC2)cc1 (stereo not drawn) | -0.96 | -0.7 | -5
CC(=O)Nc1cccc(Oc2ncnc3scc(-c4ccc(C)cc4)c23)c1 | -1.2 | -1.1 | nt
Cc1cc(C(=O)COC(=O)c2nc3nccc(C)n3n2)c(C)n1CC1CCCO1 (stereo not drawn) | nt | nt | 67
Cc1ccccc1NC(=S)NCCc1ccc(S(N)(=O)=O)cc1 | 0.18 | 0.89 | -2
Cc1cc(C)nc(SCC(=O)NC2CCCC2)n1 | nt | nt | -109
O=C(CSc1nc2ccccc2[nH]1)N1CCN(S(=O)(=O)c2ccc(Cl)cc2)CC1 | -0.45 | -0.42 | -97
Cc1onc(-c2ccccc2)c1C(=O)N/N=C/c1cn(C)c2ccccc12 | nt | nt | -55
COc1ccc(OCc2nn3c(-c4ccco4)nnc3s2)cc1 | -0.09 | -1.1 | -44
CSc1ccc(/C=N/NC(=O)c2cccc(O)c2)cc1 | 1.9 | 0.95 | nt
Cc1ccc2nc(-c3ccc(NC(=O)COC(=O)c4ccco4)cc3)sc2c1 | 0.16 | 1.5 | nt
Cc1nn(CCCC(=O)Nc2cc(Oc3ccccc3)cc([N+](=O)[O-])c2)c(C)c1[N+](=O)[O-] | -0.25 | 0.17 | nt
CC(NC(=O)CSc1nnc(-c2cccnc2)n1N)c1ccccc1 (stereo not drawn) | nt | nt | 26
CC1=CC(=Nc2c(C)n(C)n(-c3ccccc3)c2=O)C=C(C)C1=O | 0.17 | 0.21 | nt
Nc1ccc2nc(-c3ccc(N)c(Cl)c3)[nH]c2c1 | 0.64 | 0.42 | 39
CCOC(=O)c1c(NC(N)=O)nc2n1CCC2 | nt | nt | 14
Cc1cc(C)c(OCC(=O)Nc2ccccn2)c([N+](=O)[O-])c1 | 0.2 | -0.3 | 46
Cc1ccc(C2=NCN(c3ccc(C(=O)O)cc3)C(=S)N2)cc1 | nt | nt | -25
COc1ccc(CCN2CC34C=CC(O3)C(C(=O)NCc3ccccc3)C4C2=O)cc1OC (stereo not drawn) | 0.1 | -0.71 | -107
CCCCCc1c(O)c2ccccc2[nH]c1=O | 0.21 | 0.06 | 41
COc1cc(/C=N/Nc2ccc3ccccc3c2)ccc1OC(=O)c1ccco1 | -1.4 | -1.6 | nt
Cc1ccc(N2NC(C)(c3cccs3)NC2=S)cc1 (stereo not drawn) | -1.4 | -0.74 | 0
Cc1ccc(OCn2c(=O)sc3ccccc32)cc1 | -0.28 | 0.56 | -437
CC(C)Oc1ccc(C(=O)NNC(=O)c2ccccc2C(=O)O)cc1 | 1.6 | 1.8 | nt
COc1cc(/C=N/N=C2/NC(=O)C(Cc3ccccc3)S2)ccc1O (stereo not drawn) | nt | nt | 36
C=CCn1c(SC(CCO)C(=O)NCc2ccco2)nc2sc3c(c2c1=O)CCC3 (stereo not drawn) | 1.1 | 0.38 | nt
CCC(C)c1ccc(NC(=S)NCc2ccccn2)cc1 (stereo not drawn) | nt | nt | 42
CC(C)N(C(=O)Cn1c(-c2ccccc2Cl)nc2ccccc21)c1ccccc1 | -0.08 | -1.1 | -44
CC(C)OCCCNc1nc2c([nH]1)c(=O)n(C)c(=O)n2C | 0.86 | 0.53 | nt
CC(=O)c1cc2c(C)cc(=O)oc2cc1O | 0.45 | -0.16 | -48
COc1ccc(/C=C/C(=O)N[C@@H](C)C(=O)O)cc1 | 0.64 | 0.14 | -7

An excerpt of these results, with two lines to a compound:
Screens in order – SDO1 yeast rescue	SDO1 yeast rescue Rescue 24 h	Insulin prom inh
- CC(=O)c1cc2c(C)cc(=O)oc2cc1O
  0.45	-0.16	-48
- Cc1ccc(N2NC(C)(c3cccs3)NC2=S)cc1 (stereo not drawn)
  -1.4	-0.74	0
- Cc1ccc(OCn2c(=O)sc3ccccc32)cc1
  -0.28	0.56	-437
- CCCCCc1c(O)c2ccccc2[nH]c1=O
  0.21	0.06	41
- COc1cc(/C=N/Nc2ccc3ccccc3c2)ccc1OC(=O)c1ccco1
  -1.4	-1.6	nt

The list continues.
SMILES | SDO1 yeast rescue | SDO1 yeast rescue Rescue 24 h | Insulin prom inh
Nc1ccc(-n2c(N)c(C(=O)NCc3ccc4c(c3)OCO4)c3nc4ccccc4nc32)cc1 | nt | nt | -219
Cn1c(SCC(=O)N2CCN(S(=O)(=O)c3ccccc3)CC2)nc2ccccc21 | 0.5 | 1.6 | 23
CCOC(=O)C(CC)n1cnc2c(cnn2-c2ccc(Cl)cc2)c1=O (stereo not drawn) | -0.19 | -0.03 | nt
COc1ccc(-n2c(Cc3cccn3C)nnc2SCC(=O)Nc2ccccc2C)cc1 | 0.51 | 0.7 | nt
COc1ccccc1N1CCN(C(=O)CN(c2cc(C)cc(C)c2)S(C)(=O)=O)CC1 | 0.19 | -0.21 | -70
COc1ccc2[nH]c3c(NCCN4CCCCC4)ncnc3c2c1 | 0.48 | 0.65 | 81*
Cc1ccc2cccc(OCCOCCOc3ccccc3Br)c2n1 | -1.9 | -1.6 | -10
COc1ccc(Oc2ccc(/C=C/C(=O)c3cccc(OC)c3)cc2[N+](=O)[O-])cc1 | -0.53 | 1.6 | 43
Cc1cc(C)c2c(c1)cc(C)c1nnc(SCC(=O)N3CCCc4ccccc43)n12 | -0.96 | -1.1 | nt
COc1ccccc1-c1cc(C(=O)NCc2cccs2)no1 | -0.65 | -0.85 | nt
Cc1nn(C(=O)c2cccs2)c(N)c1-c1ccccc1 | -1.5 | -1.1 | nt
Cc1ccc(O)c(C2=NOC(O)(C(F)(F)C(F)F)C2)c1 (stereo not drawn) | -0.72 | 0.11 | nt
OCCOc1nnnn1-c1ccccc1 | -0.02 | -0.06 | 24
COCCNC(=O)c1c[nH]c2ccc(OC)cc2c1=O | -0.18 | -0.34 | 21
O=C(Nc1nnc(SCc2ccccc2Cl)s1)C1COc2ccccc2O1 (stereo not drawn) | 0.09 | 0.57 | -43
O=C(COc1ccccc1Cl)Nc1nc(-c2cccs2)cs1 | -1.6 | -1.3 | 26
CN1CCN(c2ccc([N+](=O)[O-])cc2C(=O)Nc2ccccc2)CC1 | nt | nt | -59
CCC1(C)NC(=O)N(CC(=O)N2N=C(c3ccccc3)CC2c2ccc(OC)cc2)C1=O (stereo not drawn) | 0.6 | -0.04 | nt
COC(=O)CN1C(=S)N(c2ccc(OC)cc2)C(=O)/C1=C/c1ccc(N2CCOCC2)cc1 | nt | nt | -210
COc1cc(NC(=O)c2cnn3c(C)cc(C)nc23)c(OC)cc1Cl | -0.83 | -0.3 | -34
N#CC(=C1Nc2ccccc2N1)S(=O)(=O)c1ccccc1 | nt | nt | -39
O=c1cc(C(F)(F)F)nc(-c2ccccc2)[nH]1 | 0.64 | 0.68 | nt
CCOC(=O)c1ccc(NC(=O)CCc2ccc(CC)o2)cc1 | 0.66 | 0.27 | nt
COc1ccccc1NS(=O)(=O)c1cccc(NC(=O)c2ccc3ccccc3n2)c1 | 0.33 | 0.78 | nt
COC(=O)c1ccc(S(=O)(=O)N2CCCCC2)o1 | -0.34 | -0.89 | nt
COc1ccc(-c2nc(-c3ccccn3)ncc2S(C)(=O)=O)cc1 | nt | nt | 11
Cc1cccc(NC(=O)CSc2nc3c(c(=O)[nH]2)CCCC3)c1C | 1.3 | 0.19 | 27
O=c1oc2ccccc2cc1-c1csc(NN=C2CCCCC2)n1 | -1.2 | -1.4 | nt
S=C(NCC1CCCCC1)Nc1cccnc1 | 0.37 | 0.35 | nt
CCCN1C=CC(=C/C=C(\C#N)C(=O)OCC)C=C1 | 0.52 | 0.48 | -141
O=C(CCCc1nc2ccccc2s1)N1CCN(c2ccccc2F)CC1 | 0.09 | 0.02 | nt
CCCNS(=O)(=O)c1ccc(OCC(=O)NCc2ccco2)cc1 | 0.14 | -0.06 | -469
Cc1ccc(S(=O)(=O)/N=C(/Nc2nc(C)cc(C)n2)N2CCOCC2)cc1 | nt | nt | -25
O=C(NCCCCNC(=O)c1cccnc1)c1cccnc1 | 0.94 | 0.47 | 0
O=C(CSc1nc(-c2ccccc2)cc(=O)[nH]1)NCc1ccc2c(c1)OCO2 | -0.46 | -0.14 | nt
COc1ccc(N2CC(C(=O)NCCc3ccc(OC)c(OC)c3)CC2=O)cc1 (stereo not drawn) | 0.14 | -0.43 | 25
CCCc1nc(NCc2ccco2)c(C#N)c2c1COC(C)(C)C2 | 1 | 0.52 | -44
O=C(Nc1cc(Sc2nc3ccccc3s2)cc([N+](=O)[O-])c1)c1cccc(F)c1F | 0.19 | 0.72 | nt
OC1CCC(NC(=S)Nc2ccc(SC(F)F)cc2)CC1 (stereo not drawn) | nt | nt | 14
COc1ccc(-n2c(=O)c3c4c(sc3n(CC(=O)Nc3cc(C)[nH]n3)c2=O)CCCC4)c(OC)c1 | nt | nt | -3
CCOP(=O)(OCC)C(NC(=O)c1ccc(OC)cc1)c1ccccc1 (stereo not drawn) | nt | nt | -26
COc1ccc(CCNC(=O)C2CC(=O)N(CCc3ccccc3)C2)cc1OC (stereo not drawn) | nt | nt | 16
COC(=O)c1sc(NC(C)=O)c(C(=O)OC)c1C | 0.51 | 0.13 | nt
COc1ccc(OC)c2c1sc(=NC(=O)C(C)(C)C)n2C | -1.5 | 0.86 | nt
CC1=C(C(=O)N2CCOCC2)C(c2c(F)cccc2F)NC(=O)N1 (stereo not drawn) | nt | nt | -11
CCc1ccc(N(CC(=O)NC2CCCCC2)S(=O)(=O)c2c(C)noc2C)cc1 | -1.7 | -0.54 | nt
COc1ccc(OC)c(NC(=O)CSc2nnc(CNC(=O)COc3ccc(Cl)cc3)o2)c1 | 0.2 | -0.07 | -129
COC(=O)c1ccc(NC(=O)CNC(=O)C2CCCCC2)cc1 | 0.57 | 0.14 | nt
CN(NC(=O)c1c(Cl)cccc1Cl)c1cccc(Cl)n1 | nt | nt | -50
CC1CCc2nc(N)c(C#N)c(-c3cccnc3)c2C1 (stereo not drawn) | -0.43 | -0.96 | nt
CS(=O)(=O)N(CC(=O)N1CCOCC1)c1ccc2c3c(cccc13)CC2 | 0.12 | -0.1 | 5
CCCn1c(SCC(=O)N2CCCCC2)nnc1C(C)C | nt | nt | 43
COc1cc(OC)c(S(=O)(=O)NCc2ccco2)cc1S(=O)(=O)NCc1ccco1 | 0.48 | 0.35 | -211
COc1ccc(-c2cc(-c3cccs3)c(C#N)c(SCC(=O)NCc3ccccc3)n2)cc1 | 0.06 | 1.9 | 14
O=C1c2ccccc2NC(c2ccccc2)N1/N=C/c1ccccc1 (stereo not drawn) | 0.08&-0.13 | 0&0.66 | nt
Cc1ccccc1OCCn1cc(/C(N)=N/O)c2ccccc21 | -0.62 | -0.62 | nt
O=c1[nH]cnc2scc(-c3ccccc3)c12 | 0.31 | -0.69 | 26
Cc1cc(C)cc(N(C(C)C(=O)NCc2ccc3c(c2)OCO3)S(C)(=O)=O)c1 (stereo not drawn) | nt | nt | -50
CCCCOC(=O)c1ccc(N2C(=O)CC(N3CCN(C/C=C/c4ccccc4)CC3)C2=O)cc1 (stereo not drawn) | -2 | -0.51 | 12
COc1nc(NCc2cccnc2)nc(OC)n1 | 0.35 | -0.98 | -36

Reprinted at random: 5 entries already listed
SMILES | SDO1 yeast rescue | SDO1 yeast rescue Rescue 24 h | Insulin prom inh
COc1ccc(-n2c(Cc3cccn3C)nnc2SCC(=O)Nc2ccccc2C)cc1 | 0.51 | 0.7 | nt
CN1CCN(c2ccc([N+](=O)[O-])cc2C(=O)Nc2ccccc2)CC1 | nt | nt | -59
CCOC(=O)c1c(NC(N)=O)nc2n1CCC2 | nt | nt | 14
CCc1ccc(N(CC(=O)NC2CCCCC2)S(=O)(=O)c2c(C)noc2C)cc1 | -1.7 | -0.54 | nt
CCOP(=O)(OCC)C(NC(=O)c1ccc(OC)cc1)c1ccccc1 (stereo not drawn) | nt | nt | -26

Screening results as filed in PubChem BioAssay.
